# Screening data from PubChem BioAssay.
# G9a inh: qHTS Assay for Inhibitors of Histone Lysine Methyltransferase G9a. Histone-lysine N-methyltransferase EHMT2 (Homo sapiens), Q96KQ7. G9a H3K9 monomethylation, AlphaScreen, 2 h. Potency, µM (titrated, usually from 102 µM), without a hit: at the top dose activity, negative = inhibition, most hits filed as inhibitors. 350,000 tested, 8.8% active. AID 504332, 2011; also: % is scaled to controls: 0 for no effect and ±100 for the full control effect; nearly all actives have a fitted effect of over 75% in size
#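 G9a (20 nM) preincubated 15 min RT with compounds, then 500 nM biotinylated H3K9 peptide and 20 uM SAM added; 2 h RT reaction. Monomethyl-H3K9 product detected by AlphaScreen with anti-H3K9me1 antibody, streptavidin donor and anti-rabbit IgG acceptor beads.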
# POLB inh: qHTS Assay for Inhibitors of DNA Polymerase Beta; Pol beta primer extension/strand displacement, fluorescence kinetic; AID 485314, 2010; Potency, µM (doses to about 114 µM), for the others: at the top dose activity change, negative = inhibition, hits mostly inhibitors; P06746; 340,000 tested, 1.3% active; also: % is scaled to controls: 0 for no effect and ±100 for the full control effect
#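 Pol beta (10 nM) and compounds were preincubated 15 min at room temperature, then 50 nM substrate (final) started primer extension/strand displacement. Reads were taken at 0 and 10 min; concentration-response data were fitted to a four-parameter Hill equation.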
# BLM helicase inh: qHTS Assay for Inhibitors of Bloom's syndrome helicase (BLM). AID 2528, 2010. recombinant BLM DNA unwinding, fluorescence dequenching. 350,000 tested, 0.2% active. RecQ-like DNA helicase BLM (Homo sapiens), P54132. Potency, µM (highest dose often 56.1 µM), without a hit: top-dose activity change, negative = inhibition, hits mostly inhibitors;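 also: plate controls were vehicle for no effect and no enzyme for full effect; nearly all actives have a fitted effect of over 35% in size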
# Target sequence (P54132 whole entry, looked up): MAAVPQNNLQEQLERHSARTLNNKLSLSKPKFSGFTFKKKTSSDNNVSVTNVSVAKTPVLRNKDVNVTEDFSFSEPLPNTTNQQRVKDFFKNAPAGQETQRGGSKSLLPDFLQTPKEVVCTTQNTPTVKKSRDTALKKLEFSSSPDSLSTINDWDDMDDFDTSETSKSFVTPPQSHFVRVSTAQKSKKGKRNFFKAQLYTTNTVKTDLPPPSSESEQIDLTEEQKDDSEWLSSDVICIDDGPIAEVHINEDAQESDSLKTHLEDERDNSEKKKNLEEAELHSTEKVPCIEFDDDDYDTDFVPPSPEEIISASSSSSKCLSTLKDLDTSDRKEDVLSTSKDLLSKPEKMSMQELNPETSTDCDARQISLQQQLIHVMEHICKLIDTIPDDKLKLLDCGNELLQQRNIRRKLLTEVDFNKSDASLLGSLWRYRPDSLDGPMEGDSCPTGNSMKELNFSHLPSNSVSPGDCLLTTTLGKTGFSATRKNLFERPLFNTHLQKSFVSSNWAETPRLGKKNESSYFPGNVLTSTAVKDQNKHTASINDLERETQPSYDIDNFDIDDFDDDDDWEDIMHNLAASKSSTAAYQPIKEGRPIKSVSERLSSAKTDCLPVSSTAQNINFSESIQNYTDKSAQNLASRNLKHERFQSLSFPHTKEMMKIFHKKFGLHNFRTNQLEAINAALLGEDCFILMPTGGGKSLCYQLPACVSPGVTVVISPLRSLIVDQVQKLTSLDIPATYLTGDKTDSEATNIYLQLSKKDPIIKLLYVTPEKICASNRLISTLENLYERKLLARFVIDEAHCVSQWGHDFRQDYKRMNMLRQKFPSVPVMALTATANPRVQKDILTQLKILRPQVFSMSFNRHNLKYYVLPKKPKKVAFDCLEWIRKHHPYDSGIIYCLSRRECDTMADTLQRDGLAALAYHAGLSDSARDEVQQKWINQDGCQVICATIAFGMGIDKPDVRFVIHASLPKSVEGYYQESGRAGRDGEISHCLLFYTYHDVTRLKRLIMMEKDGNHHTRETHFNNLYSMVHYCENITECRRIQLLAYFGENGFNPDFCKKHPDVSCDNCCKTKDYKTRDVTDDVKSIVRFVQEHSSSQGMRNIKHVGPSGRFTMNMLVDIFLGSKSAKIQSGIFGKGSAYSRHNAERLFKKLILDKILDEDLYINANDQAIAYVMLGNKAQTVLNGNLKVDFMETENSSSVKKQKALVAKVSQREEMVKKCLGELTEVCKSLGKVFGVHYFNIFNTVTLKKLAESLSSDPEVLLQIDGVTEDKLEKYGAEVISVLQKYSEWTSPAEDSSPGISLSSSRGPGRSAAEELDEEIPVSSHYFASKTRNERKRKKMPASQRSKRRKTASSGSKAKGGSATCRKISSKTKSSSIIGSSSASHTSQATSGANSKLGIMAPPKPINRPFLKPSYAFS
# BAZ2B inh: qHTS Assay for Inhibitors of BAZ2B. AlphaScreen BAZ2B-H3K14Ac peptide displacement. 360,000 tested, 4.4% active. Bromodomain adjacent to zinc finger domain protein 2B (Homo sapiens), Q9UIF8. Potency, µM (titrated, usually from 114 µM), without a hit: at the top dose activity change, negative = inhibition, most hits filed as inhibitors; also: % is scaled to controls: 0 for no effect and ±100 for the full control effect; nearly all actives have a fitted effect of over 60% in size
#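 AlphaScreen luminescence quantifies BAZ2B engagement of H3K14Ac peptide; the protein and biotinylated peptide are both at 50 nM final, buffer PBS pH 7.4 with 0.01% Tween-20, all steps at room temperature.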
# POLI inh: qHTS for Inhibitors of Polymerase Iota; DNA polymerase iota (Homo sapiens), Q9UNA4; Pol iota fluorescent replication assay, 10 min; Potency, µM (titrated, usually from 115 µM), inactives show top-dose activity, negative = inhibition, usual class: inhibitors; 390,000 tested, 1% active
#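 Pol iota at 10 nM preincubated 15 min with compounds at room temperature; reaction started with fluorescent substrate, 50 nM final. Fluorescence read kinetically at 0 and 10 min; buffer-only wells as negative control.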
# Anesthetic bind: qHTS Assay for Identification of Novel General Anesthetics. 350,000 tested, 0.074% active. Ferritin light chain (Equus caballus), P02791. Potency, µM (titrated, usually from 77.5 µM), inactives show at the top dose activity change, negative = displacement, hits mostly inhibitors. AID 485281, 2010. apoferritin/1-aminoanthracene competitive binding, fluorescence; also: % is scaled to controls: 0 for no effect and ±100 for the full control effect; nearly all actives have a fitted effect of over 20% in size
#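 Horse-spleen apoferritin (10 uM) in 50% saturated 1-aminoanthracene in PBS was incubated 10 min at room temperature with compound. Fluorescence (ex 380, em 535 nm) was normalized to free and bound 1-AMA, with concentration-response fitted by a four-parameter Hill equation.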
# POLK inh: qHTS for Inhibitors of Polymerase Kappa | DNA polymerase kappa (Homo sapiens), Q9UBT6 | purified Pol kappa, fluorescent DNA synthesis assay, 10 min | Potency, µM (top dose mostly 107 µM), for inactives: at the highest dose activity, negative = inhibition, usual class: inhibitors | 400,000 tested, 0.53% active | AID 588579, 2011; also: % is scaled to controls: 0 for no effect and ±100 for the full control effect
#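 Inhibition of 10 nM Pol kappa is measured by a fluorescent read-out at 0 and 10 min following addition of 50 nM substrate (final), with a 15-min room-temperature compound preincubation.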
# APEX1 inh: qHTS Assay for Inhibitors of the Human Apurinic/apyrimidinic Endonuclease 1 (APE1); recombinant APE1, TAMRA/BHQ-2 abasic DNA cleavage fluorescence; Potency, µM (series often up to 65.8 µM), for inactives: top-dose activity change, negative = inhibition, most hits filed as inhibitors; 350,000 tested, 0.35% active;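 also: plate controls were vehicle for no effect and reference inhibitor for full effect; nearly all actives have a fitted effect of over 55% in size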
#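 APE1 at 0.75 nM final was preincubated with compound 15 min at room temperature, then 50 nM double-stranded THF abasic-site substrate (5'-TAMRA/3'-BHQ-2) was added. Fluorescence (ex 525/em 598 nm) was read kinetically; third-minus-first read gave activity.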
# POLH inh: qHTS for Inhibitors of Polymerase Eta | DNA polymerase eta (Homo sapiens), Q9Y253 | recombinant Pol eta, fluorescent DNA replication assay | Potency, µM (titrated, usually from 114 µM), without a hit: at the top dose activity change, negative = inhibition, usual class: inhibitors | 390,000 tested, 1.2% active | AID 588591, 2011; also: % is scaled to controls: 0 for no effect and ±100 for the full control effect
#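 Pol eta at 10 nM preincubated with compounds 15 min at room temperature; reaction started with fluorescent substrate (50 nM final) and read kinetically at 0 and 10 min.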
# * marks the source's active call; other numbers are inactive results; ? = inconclusive; · = not tested or not shown; & = joins results of further samples; [ ] = dose if it differs, or a comment. Calls follow the shape of the dose curve; as a rule, active = well fitted curve in the direction sought with a large enough effect; inconclusive = small, poorly fitted or top-dose-only effect, or another doubt; inactive = no such curve, though single readings can be large; an effect the other way counts as inactive or inconclusive. Potency is read from the fitted curve at half-maximal effect.
SMILES,G9a inh,POLB inh,BLM helicase inh,BAZ2B inh,POLI inh,Anesthetic bind,POLK inh,APEX1 inh,POLH inh
COc1cccc(CC2(CO)CCN(CC3=CC[C@H]4C[C@@H]3C4(C)C)CC2)c1,·,1%,-6%,-1%,11%,-7%,1%,21%,-23%
Cc1nn(CC(=O)NC2CCCCC2)c(=O)c2cc3cc(F)ccc3n12,4%[59 µM],4%,-2%,3%,33%[activator],6%,-11%,·,-15%
COc1ccc(CNS(=O)(=O)c2ccc(C(=O)N(C)C)s2)cc1,-4%[59 µM],-16%,-2%,-3%,0%,11%,-12%[60.1 µM],·,2%
O=C(CSc1n[nH]c(=O)n1-c1ccccc1)Nc1ccccc1C(F)(F)F,51%[activator],3%,-2%,-2%,5%,-3%,-4%,18%,-1%
COc1cc([C@H]2c3[nH]c4ccccc4c3C[C@H]3C(=O)N4[C@@H](c5cc(OC)c(OC)c(OC)c5)c5[nH]c6ccccc6c5C[C@H]4C(=O)N23)cc(OC)c1OC,?,0%,-4%,-22%,-17%,-9%,3%,-9%,-4%
O=C(NNC(=O)C12CC3CC(CC(C3)C1)C2)[C@@H]1C[C@H]1c1ccccc1,9%,2%,-4%,-1%,45%[activator],?,-3%,8%,-13%
Cc1cc(NC(=O)CCC(=O)N(Cc2ccco2)C2(C(=O)NC3CCCCC3)CCN(C)CC2)no1,0%,18%,-3%,3%,19%,-10%,-9%,0%,0%
C[C@]12c3[nH]c4ccccc4c3CCN1C(=O)C(CC(=O)NCCN1CCOCC1)C[C@@H]2C(=O)N1CCCCC1 (some centres undefined),·,·,·,·,30%,·,1%,21%,-18%
CCc1nc(SCc2ccc(F)cc2)[nH]c(=O)c1C#N,?,3%,3%,9%,-13%,-1%,-2%,12%,-1%
O=C(NCCc1ccc(O)c(O)c1)C1COc2ccccc2O1 (centres undefined),2.2µM*,2%,0%,-13%,?,-9%,-13%,-1%,1%
O=C(COC(=O)c1ccc2c(c1)OCO2)NCc1ccc(Cl)cc1,9%[59 µM],1%,-4%,17%,-7%,1%,11%,-4%,-5%
COc1ccc(NC(=O)C2CCC(CNS(=O)(=O)c3csc(C(N)=O)c3)CC2)cc1 (centres undefined),-8%[59 µM],8%,-5%,-11%,16%,-1%,-2%,·,-3%
O=C1C2C3C=CC(C4CC34)C2C(=O)N1/N=C/c1cccs1 (centres undefined),-33%[59 µM],-2%,-7%,?,12%,?,-11%,6%,-9%
CC1C/C(=C\c2cccnc2)C(=O)/C(=C/c2cccnc2)C1 (centres undefined),-1%[59 µM],-2%,-17%,-5%,16µM*,-17%,-6%,-8%,20µM*
CCC(C)C(NC(=O)OC(C)(C)C)C(=O)NC(C)C(N)=O (centres undefined),-48%,12%,3%,-13%,-5%,0%,12%,1%,-14%

# A section from further up:
SMILES,G9a inh,POLB inh,BLM helicase inh,BAZ2B inh,POLI inh,Anesthetic bind,POLK inh,APEX1 inh,POLH inh
COc1cccc(CC2(CO)CCN(CC3=CC[C@H]4C[C@@H]3C4(C)C)CC2)c1,·,1%,-6%,-1%,11%,-7%,1%,21%,-23%
Cc1nn(CC(=O)NC2CCCCC2)c(=O)c2cc3cc(F)ccc3n12,4%[59 µM],4%,-2%,3%,33%[activator],6%,-11%,·,-15%

# Further structures:
SMILES,G9a inh,POLB inh,BLM helicase inh,BAZ2B inh,POLI inh,Anesthetic bind,POLK inh,APEX1 inh,POLH inh
CCOc1ccc(CCNC(=O)Cn2nc(C)c3c(C)n(-c4ccccc4)nc3c2=O)cc1OCC,-9%,34%&12%,-2%&-1%,-31%&-22%,20%&30%,2%&-12%,3%&5%,37%,4%&-27%
O=C(N/N=C/c1ccc(OC(=O)c2ccco2)cc1)c1ccncc1,13%,25%,-5%,-18%,-8%,-2%,1%,12%,-15%
O=C(c1cc(S(=O)(=O)N2CCCC2)c(Cl)cc1Cl)N1CCCC1,-13%[59 µM],-25%,1%,0%,2%,-10%,0%,24%[12.4 µM],-4%
Cc1cc(OCC(O)CN2CCOCC2)cc(C)c1Cl (centres undefined),19%[0.501 µM],45%,2%,7%,149%[activator],-12%,-2%,0%,11%
COCCNC(=O)NC(=O)COC(=O)c1cccn1C,12%,5%,-4%,2%,99%[activator],1%,-14%,14%,-7%
CC(CC(=O)N1CCN(S(=O)(=O)c2ccccc2)CC1)n1cncn1 (centres undefined),2%[59 µM],-17%,0%,3%,-22%,5%,1%,72%[activator][12.4 µM],0%
CCC1(c2ccccc2)NC(=O)N(CC(=O)Nc2cc(S(=O)(=O)N3CCOCC3)ccc2OC(C)C)C1=O (centres undefined),?,·,·,-1%,-14%,·,-11%,-8%,-7%
Cc1nn(CCCC(=O)NCc2ccc(F)cc2)c(C)c1[N+](=O)[O-],-27%[59 µM],?,-1%,-33%,12%,-13%,-6%,6%,-21%
COc1cc(NC(=O)Cc2ccc(OC)c(S(=O)(=O)N3CCOCC3)c2)c(OC)cc1Cl,-21%,24%,2%,-28%,-14%,-9%,-19%,12%,-5%
COc1ccc(NC(=O)c2ccc(OCc3c(C)noc3C)c(OC)c2)cn1,-3%,?,-1%,-18%,8%,-3%,-3%,-1%,-20%
Cc1ccc(C)c(N2CCN(C(=O)C3CCC(CNS(=O)(=O)c4cccs4)CC3)CC2)c1 (centres undefined),-7%[59 µM],-2%,-8%,-37%,22%,-1%,0%,·,?
COc1ccc(-c2noc(CCC(=O)N3CCN(c4cccc(C)c4C)CC3)n2)cc1,·,·,·,·,17%,·,2%,8%,-20%
O=C(Nc1ccccc1Cl)Nc1cccc2cccnc12,49%,5%,-2%,9%,-1%,-11%,6%,5%,-2%
CC(C)CCNC(=O)c1cc2c(s1)-c1ccccc1S(=O)(=O)C2,28%,1%,-1%,-3%,9%,-21%,5%,-3%,-16%
O=C(C1CCCO1)N1CCN(c2ccccn2)CC1 (centres undefined),·,49%,-2%,3%,9%,-3%,-6%,7%,-11%

# Quoted from the listing:
# O=C(COC(=O)c1ccc2c(c1)OCO2)NCc1ccc(Cl)cc1 | BAZ2B inh: 17%
# COc1cccc(CC2(CO)CCN(CC3=CC[C@H]4C[C@@H]3C4(C)C)CC2)c1 | POLK inh: 1%
# CCc1nc(SCc2ccc(F)cc2)[nH]c(=O)c1C#N | POLK inh: -2%
# O=C(c1cc(S(=O)(=O)N2CCCC2)c(Cl)cc1Cl)N1CCCC1 | BAZ2B inh: 0%

# (continued)
SMILES,G9a inh,POLB inh,BLM helicase inh,BAZ2B inh,POLI inh,Anesthetic bind,POLK inh,APEX1 inh,POLH inh
Cc1ccc(NC(=O)N2CCCc3ccccc32)cc1C,·,18%,-7%,4%,-7%,?,5%,6%,-10%
COc1ccc(Br)cc1S(=O)(=O)N1CCCC1,-1%[59 µM],-10%,-6%,6%,-9%,4%,-1%,-1%,?
COc1ccccc1N(CC1CO1)S(=O)(=O)c1ccc(C)cc1 (centres undefined),12%,17%,1%,2%,26%,-4%,-26%,10%,-8%
COc1ccc(CNC(=O)CCNS(=O)(=O)c2cc(Br)cnc2N)cc1,-4%,-26%,-2%,-17%,58%[activator],-12%,-15%,17%,-23%
CC(=O)c1c(C)[nH]c(C(=O)OCC(=O)Nc2cc(C)on2)c1C,-32%[12.7 µM],-13%,-2%,-25%,13%,3%,-15%,-3%,14%
Cc1ccccc1C(=O)Nc1nnc(S(=O)(=O)N(C)Cc2ccccc2)s1,-28%[59 µM],16%,-2%,-3%,-8%,-14%,-14%,·,-1%
CN(CCCNC(=O)Cn1c(=O)c2cccn2c2ccccc21)Cc1ccccc1,?,-10%,-5%,-19%,-4%,-8%,-16%,2%,-12%
COc1ccc(OC)c(Nc2nc(NCc3ccco3)nc(N)c2[N+](=O)[O-])c1,·,8%,-1%,-1%,-7%,2%,3%,0%,-10%
CSc1sc(C(=O)N2CCCCC2)c(-c2cccs2)c1C#N,-1%,1%,-5%,-3%,54%[activator],-13%,-5%,5%,-16%
CCNc1ccc(S(N)(=O)=O)cc1[N+](=O)[O-],3.5µM*,8%,5%,-6%,16%,-6%,-10%,0%,-11%
O=C(c1ccccc1)N1CCN(c2ccc(Cl)cc2)CC1,6%,4%,-4%,-4%,7%,-13%,-5%,-2%,-12%

# Part of the list above in another layout:
# Each structure is followed by: G9a inh, POLB inh, BLM helicase inh, BAZ2B inh, POLI inh, Anesthetic bind, POLK inh, APEX1 inh, POLH inh
COc1ccc(Br)cc1S(=O)(=O)N1CCCC1
→ -1%[59 µM], -10%, -6%, 6%, -9%, 4%, -1%, -1%, ?
CC(=O)c1c(C)[nH]c(C(=O)OCC(=O)Nc2cc(C)on2)c1C
→ -32%[12.7 µM], -13%, -2%, -25%, 13%, 3%, -15%, -3%, 14%

# Only part of the results is shown; count on the stated rates, not on these rows.
